# Compound activity (PubChem BioAssay)
# FUS suppressor: FUS proteinopathy suppression in yeast. S. cerevisiae FUS-expressing, growth rescue, OD600, 24 h. Potency, µM (series often up to 76.6 µM), for the others: at the top dose growth rescue (activation), hits mostly activators. 390,000 tested, 0.24% active;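 note: potency is the fitted concentration of half-maximal effect; plate controls were DMSO vehicle for no effect and reference control for full effect; nearly all actives have a fitted effect of over 55% in size; some results filed as inactive show a strong effect at the top dose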
#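 Steps: raffinose overnight preculture; dilution to OD 0.005 in 2% galactose minimal medium; compound addition (concentration series); 24hr at 30C, 99% humidity; absorbance read at 600 nm.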
# aSyn rescue: inhibitors of alpha-synuclein toxicity in yeast. Yeast expressing alpha-synuclein, growth rescue, BacTiter-Glo, 24 h. Potency, µM (highest dose often 46.1 µM), without a hit: at the highest dose growth rescue (activation), most hits filed as activators. 370,000 tested, 0.14% active. AID 652106; note: potency is the fitted concentration of half-maximal effect; % of control where 0% means no effect; nearly all actives have a fitted effect of over 65% in size
#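 Rescue of yeast growth: cells expressing toxic alpha-synuclein, induced in galactose at OD600 0.02, incubated with compound 24 h at 30 C. ATP luminescence quantified growth; inhibitors of toxicity appear as activators.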
# TDP43 rescue: TDP-43 toxicity inhibition in yeast; TDP-43 expressing yeast growth rescue, BacTiter-Glo, 24 h; Potency, µM (top dose mostly 46.1 µM), for inactives: at the highest dose growth rescue (activation), most hits filed as activators; 410,000 tested, 1.8% active; note: potency is the fitted concentration of half-maximal effect; % of control where 0% means no effect; nearly all actives have a fitted effect of over 50% in size
#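 Readout is BacTiter-Glo luminescence of cell growth, so inhibitors register as activators. TDP-43-expressing yeast at OD600=0.02 in galactose medium, after raffinose pregrowth to mid-log, were incubated with compound for 24 hr at 30 deg C.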
# GLP1R inv ag: acts as inverse agonist at human GLP-1 receptor; P43220; HEK293 GLP-1R CRE-luciferase, luminescence, 24 h; GLP-1R form is constitutively active; Potency, µM (highest dose often 38.3 µM), for inactives: at the top dose activity change, negative = inhibition, actives largely listed as inhibitors; 410,000 tested, 1.6% active; AID 624417; note: potency is the fitted concentration of half-maximal effect; % is set by controls: 0 for no effect and ±100 for the full control effect; nearly all actives have a fitted effect of over 55% in size
# Target sequence (P43220 whole entry, looked up): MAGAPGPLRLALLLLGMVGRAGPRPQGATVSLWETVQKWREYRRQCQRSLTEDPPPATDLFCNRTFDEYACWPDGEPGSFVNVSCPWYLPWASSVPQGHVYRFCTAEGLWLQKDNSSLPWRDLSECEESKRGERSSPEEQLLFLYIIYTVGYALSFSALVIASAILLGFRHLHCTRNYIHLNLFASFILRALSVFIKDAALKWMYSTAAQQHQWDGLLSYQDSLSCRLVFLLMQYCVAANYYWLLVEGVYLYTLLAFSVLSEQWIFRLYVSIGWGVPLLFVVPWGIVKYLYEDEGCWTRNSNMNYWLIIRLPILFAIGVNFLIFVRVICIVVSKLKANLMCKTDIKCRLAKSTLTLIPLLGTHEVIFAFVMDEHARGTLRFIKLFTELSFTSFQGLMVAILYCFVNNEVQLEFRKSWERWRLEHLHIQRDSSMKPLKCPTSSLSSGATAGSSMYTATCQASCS
#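 qHTS in 1536-well format: reporter HEK293 cells expressing constitutive GLP-1R activity in DMEM + 10% Nu serum, 24 hr with compounds at 37 deg C, luminescence read after 12 min with detection reagent.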
# Mm-Cpn inhibitor: blocks the Methanococcus maripaludis chaperonin Mm-Cpn; AID 504842; Potency, µM (highest dose often 76.9 µM), without a hit: at the top dose activity, negative = inhibition, most hits filed as inhibitors; 330,000 tested, 0.031% active; purified Mm-Cpn ATPase, ADP Transcreener TR-FRET; note: potency is the fitted concentration of half-maximal effect; % is set by controls: 0 for no effect and ±100 for the full control effect; nearly all actives have a fitted effect of over 80% in size
#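 Quantitative HTS used 25 nM Mm-CPN and 10 uM ATP in magnesium/KCl Tris buffer, pH 7.4, with 1 mM DTT. Hydrolysis ran 30 min at 37°C; ADP was read by HTRF.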
# Akt phos inh: inhibitors of Akt phosphorylation | Neuro2A IGF-stimulated pAkt S473 HTRF, 20 min; active compounds read low | activity change, % for hits at 50 µM | 360,000 tested, 0.32% active; in the data active = activity change below about -80%; inconclusive = mostly about -51% to -80%; note: % is set by controls: 0 for no effect and ±100 for the full control effect
#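 Neuro2A cells (4,500/well, DMEM with 0.5% FBS) were treated with compound at a single 50 µM final concentration, stimulated with 6 nM IGF for 20 min at 37 °C, and lysed. Phospho-Akt Ser473 was read by HTRF as 665/615 ratio ×10^4.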
# PTHR1 agonist: PTHR1 (human) receptor agonism. HEK293 GP2 PTHR1 cells, GloSensor cAMP luminescence, 1 h. AID 743266. Potency, µM (series often up to 115 µM), for inactives: top-dose activation, hits mostly activators. 410,000 tested, 0.075% active; note: potency is the fitted concentration of half-maximal effect; nearly all actives have a fitted effect of over 55% in size; some results filed as inactive show a strong effect at the top dose; inactives centre near -15; many of its hits are not listed in these tables
# Target sequence (Q03431 whole entry, looked up): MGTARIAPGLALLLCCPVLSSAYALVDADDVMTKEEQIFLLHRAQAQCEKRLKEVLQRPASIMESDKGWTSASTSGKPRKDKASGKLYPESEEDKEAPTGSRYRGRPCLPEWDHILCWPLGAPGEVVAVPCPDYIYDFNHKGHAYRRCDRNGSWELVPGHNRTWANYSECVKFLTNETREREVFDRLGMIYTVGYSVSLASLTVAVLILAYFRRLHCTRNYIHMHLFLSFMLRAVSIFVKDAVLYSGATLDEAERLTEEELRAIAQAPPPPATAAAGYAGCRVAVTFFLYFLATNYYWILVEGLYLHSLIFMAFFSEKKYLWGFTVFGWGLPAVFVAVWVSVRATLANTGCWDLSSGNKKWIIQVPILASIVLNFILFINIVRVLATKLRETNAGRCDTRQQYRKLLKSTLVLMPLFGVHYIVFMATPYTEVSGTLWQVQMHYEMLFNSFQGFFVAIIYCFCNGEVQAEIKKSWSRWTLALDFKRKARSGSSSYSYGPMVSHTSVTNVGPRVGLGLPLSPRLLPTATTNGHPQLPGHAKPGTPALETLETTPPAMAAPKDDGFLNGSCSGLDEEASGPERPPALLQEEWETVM
#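 HEK-293-derived GP2 cells expressing PTHR1 and a GloSensor cAMP reporter, 3,000/well, plated overnight, given luciferin plus IBMX (each 0.5 mM as added) for 1 h at 37 °C, then compound for 1 h at 37 °C. Luminescence was read after 15 min at room temperature.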
# Abeta rescue: compounds reversing amyloid beta toxicity in yeast; yeast expressing A-beta42, growth rescue, OD600, 48 h; response scale: 0% DMSO, 100% iron-clioquinol control; Potency, µM (series often up to 46.1 µM), inactives show at the top dose growth rescue, most hits filed as activators; 410,000 tested, 0.063% active; AID 1347071; note: potency is the fitted concentration of half-maximal effect; nearly all actives have a fitted effect of over 55% in size
#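 Yeast growth medium received pinned compounds, then yeast cells expressing toxic A-beta were added; plates incubated at 30 C for 48 hr. Growth read as absorbance at 600 nm, normalized to DMSO and equimolar FeCl3 plus clioquinol controls.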
# HEK293 tox: cytotoxicity in counter-screen for GLP-1R inverse agonists; HEK293 cAMP-luciferase reporter cells, luminescence, 24 h; Potency, µM (doses to about 38.3 µM), inactives show at the top dose activity change, negative = inhibition, most hits filed as inhibitors; AID 624418; 410,000 tested, 0.13% active;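 note: loss of luciferase light is scored as toxicity; potency is the fitted concentration of half-maximal effect; % is set by controls: 0 for no effect and ±100 for the full control effect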
#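 Step one: seed cells (200 cells/uL, DMEM with 10% Nu serum, 1% pen-strep). Step two: 12-hour incubation at 37 deg C. Step three: pin 23 nL compound, incubate 24 hr. Step four: add luciferase reagent, read luminescence 12 min later.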
# An asterisk follows results filed as active; i = inactive; ? = inconclusive; . = not tested or not shown; & = joins results of further samples; [ ] = another dose, or the depositor's remark. Unless noted, calls come from the whole dose curve; as a rule, active = well fitted curve in the direction sought with a large enough effect; inconclusive = small, poorly fitted or top-dose-only effect, or another doubt; inactive = no such curve, though single readings can be large; an effect the other way counts as inactive or inconclusive.
SMILES,FUS suppressor,aSyn rescue,TDP43 rescue,GLP1R inv ag,Mm-Cpn inhibitor,Akt phos inh,PTHR1 agonist,Abeta rescue,HEK293 tox
CCOc1ccc(Cc2nnc(N)s2)cc1OCC,1%,5%,6%,16%,-1%,i,i,15%,-9%
O=C(Nc1ccccc1C(=O)NCCCN1CCOCC1)c1ccc(F)cc1F,6%,-4%,1%,1%,1%,i,i,-9%,7%
Cc1noc(C)c1C(=O)NCCc1ccc(Cl)cc1,15%,2%,-2%,9%,1%,.,-2%[57.5 µM],2%,1%
CN(CCCn1cnc2c(OCc3ccccc3)ncnc21)CCc1ccccn1,-9%,-4%,5%,-10%,.,i,-19%,-11%,1%
Cc1nn(CC(=O)NCCc2ccc(Cl)cc2)c(=O)c2cccn12,-2%,1%,?,-12%,7%,i,i,18%,-6%
COCCNc1nc(NCc2ccccc2)c2cnn(C)c2n1,-29%,-2%,0%,11%,1%,i,-2%,-8%,-2%
COc1ccc(NC(=O)/C(C#N)=C/c2ccc(-c3ccc(Cl)c(C(=O)O)c3)o2)cc1,-4%,3%,12%,19%,2%,i,-11%,5%,-10%
COc1ccc(N2C(=O)CS(=O)(=O)C23C(=O)N(Cc2ccc(F)cc2)c2ccc(C)cc23)cc1 (stereo not given),36%,-2%,11%,3%,.,.,-7%,-3%,1%
Cc1noc(C)c1CSc1nnnn1-c1ccc(Cl)cc1,11%,-5%,12%,-24%,1%,i,-42%[inhibitor][57.5 µM],-28%,-5%
Cc1oc(-c2ccccc2)cc1C(=O)NC1CCN(Cc2ccccc2)CC1,13%,-10%,-24%,-11%,1%,i,15%,-17%,10%
Cc1ccc(NC(=O)CCC(=O)NCCO)cc1,8%,-5%,-6%,14%,0%,i,i,-10%,2%
Cc1ccc(OCCNC(=O)CCNS(=O)(=O)c2ccc(C)cc2)cc1,16%,-4%,22%,-13%,2%,i,i,9%,14%
CCCOc1ccc(CN(C(=O)Cc2coc3ccc(CC)cc23)C2CCS(=O)(=O)C2)cc1 (stereo not given),?,.,-14%,?,.,.,-15%,22%,5%
COCCNC(=O)C(c1ccccc1)N(Cc1cccs1)C(=O)Cn1nnc2ccccc21 (stereo not given),-2%,9%,-6%,1%,2%,i,i,21%,26%
O=C(N/N=C/c1ccc(OC(=O)c2cccs2)cc1)c1ccc(F)cc1,30%,0%,14%,-6%,-3%,i,i,14%,2%
CC(C(=O)N1CCCCC1)N1CCN(S(=O)(=O)c2ccc(Cl)cc2)CC1 (stereo not given),-1%,-2%[1.84 µM],-16%,-16%,-2%,i,-39%[inhibitor],-10%,2%
COc1ccc(N(CC(=O)Nc2nc3ccc(C)cc3s2)S(=O)(=O)c2c(C)nn(C)c2C)cc1,?,11%,21%,?,0%,i,i,6%,?
O=C(Cc1cccc(NC(=O)C2CCCN(C(=O)C3CCC3)C2)c1)Nc1cccc(C(=O)N2CCCC2)c1 (stereo not given),11%,0%,4%,25%,0%,i,-21%,-11%,?
CC(C)C1(CCNC(=O)c2cccs2)CCOC(C)(C)C1 (stereo not given),10%,-5%,3%,-2%,2%,i,0%,13%,10%
COCCCNc1nc2c(-c3cccc(C(F)(F)F)c3)nnn2c2ccccc12,5%,0%,2%,10%,0%,i,-24%,-5%,3%
Cc1cccn2c(=O)cc(COC(=O)C(C)Oc3ccccc3)nc12 (stereo not given),.,1%,-26%,8%,0%,i,-55%[inhibitor],-34%[inhibitor],-14%
COc1ccccc1N1CCN(C(=O)CCn2cnc3onc(-c4ccc(F)cc4)c3c2=O)CC1,-3%,.,9%,-1%,.,.,i,5%,1%
Cc1ccc(C)c(N2CCN(C(=O)Cn3c(C)c4cnn(-c5ccccc5)c(=O)c4c3C)CC2)c1,?,.,0%,?,.,.,-12%,-1%,-9%
CCOc1ccc2ccc(OCC)c(/C=N/n3cnnc3)c2c1,18%,6%,2%,-3%,-3%,i,i,-1%,-1%
Cn1c(=O)c2c(n(Cc3ccccc3)c1=O)NC(=O)C2CC(=O)O (stereo not given),41%,-8%,-7%,15%,0%,i,i,-6%,-14%
COCCNC(=O)CSc1ccc(C)cc1,-8%,-1%,3%,1%,-5%,i,i,6%,-8%
CC(=NO)c1cc(Br)c2cccc3c2c1CC3,-18%,7%,?,3%,.,i,i,10%,-3%
COC(=O)c1ccn(Cc2ccccc2Cl)n1,-13%,-5%,16%,?,-2%,i,i,-1%,-20%
COc1ccc(OC)c(-c2csc(NC(=O)Cc3cc(OC)c(OC)c(OC)c3)n2)c1,12%,3%,4%,4%,-9%,i,-18%,-2%,-5%
Cc1ccccc1NC(=O)CSCn1nnc2c(=O)[nH]c(Cc3ccc(F)cc3)nc21,17%,.,0%,-10%,.,.,i,-3%,0%
COc1ccc(N2C(=O)CSC2c2cccc(F)c2)cc1 (stereo not given),-2%,2%,7%,-3%,2%,i,i,-16%,-3%
COc1ccc(Cn2c(C)nc3c(c(=O)c4ccccc4n3C)c2=O)cc1,-8%,0%,7%,15%,-1%,i,-22%,-1%,8%
COc1ccc(Nc2nnc(-c3ccc(C(N)=O)cc3)c3ccccc23)cc1,14%,1%,-13%,0%,-6%,i,i,11%,2%
CCN(CC)CCCNC1CCS(=O)(=O)C1 (stereo not given),-5%,8%,4%,0%,1%,i,i,1%,-1%
CC(=O)c1ccc(S(=O)(=O)NCc2ccc(C(=O)NCC(c3ccccc3)N(C)C)cc2)cc1 (stereo not given),29%,-1%,2%,-15%,1%,i,i,4%,4%
COc1nc(C#N)nc(N(C)C)n1,8%,-7%&-4%,0%,-30%,-4%,i,-17%[57.5 µM],3%,3%
Cc1cc(NC(=O)C(C)SCC(=O)OC(C)C(=O)Nc2cccc(C#N)c2)no1 (stereo not given),14%,0%,-2%,9%,2%,i,i,-12%,-4%
COc1ccccc1-c1nc(CNC(=O)Nc2ccccc2)c(C)o1,-20%,.,28%,4%,.,.,i,-4%,-7%
COCCCNC(=O)c1ccccc1N(Cc1ccccc1)S(=O)(=O)c1ccc(OC)cc1,4%,8%,13%,?,2%,i,22%,7%,?
CC(C)CSc1nc2ccccc2n1CC(N)=O,-9%,-3%,-18%,8%,2%,i,-13%[57.5 µM],6%,-14%

# Structures shown so far that have a cyano group:
SMILES,FUS suppressor,aSyn rescue,TDP43 rescue,GLP1R inv ag,Mm-Cpn inhibitor,Akt phos inh,PTHR1 agonist,Abeta rescue,HEK293 tox
COc1ccc(NC(=O)/C(C#N)=C/c2ccc(-c3ccc(Cl)c(C(=O)O)c3)o2)cc1,-4%,3%,12%,19%,2%,i,-11%,5%,-10%
COc1nc(C#N)nc(N(C)C)n1,8%,-7%&-4%,0%,-30%,-4%,i,-17%[57.5 µM],3%,3%
Cc1cc(NC(=O)C(C)SCC(=O)OC(C)C(=O)Nc2cccc(C#N)c2)no1 (stereo not given),14%,0%,-2%,9%,2%,i,i,-12%,-4%

# Additional structures:
SMILES,FUS suppressor,aSyn rescue,TDP43 rescue,GLP1R inv ag,Mm-Cpn inhibitor,Akt phos inh,PTHR1 agonist,Abeta rescue,HEK293 tox
O=C(CSc1nc(-c2ccc(Cl)cc2)nc2c1Cc1ccccc1O2)N1CCCCC1,-14%,.,6%,-3%,.,.,i,-14%,0%
CN1CCc2c(C#N)c(N3CCOCC3)nc(NCC3CCCO3)c2C1 (stereo not given),-5%,0%,9%,13%,1%,i,i,10%,31%[activator]
Cc1oc(-c2ccccc2Cl)nc1Cn1c(SCc2cccc(F)c2)nc2cccnc21,35µM*,.,18µM*,?,.,.,-41%[inhibitor],?,-6%
COc1ccc(C(=O)Nc2ccncc2)c(OC)c1,4%,3%,0%,63%[activator],0%,i,i,10%,0%
O=C(SCc1c(O)c2ccccc2oc1=O)c1ccccc1,1%,-6%,24%,?,.,i,i,-75%[inhibitor],-2%
CCNC(=O)NC(=O)C(C)OC(=O)CCCSc1nc2ccccc2s1 (stereo not given),?,11%,25%,13%,0%,i,i,8%,1%
N#Cc1sc2nc3c(cc2c1N)CCCC3,12%,-1%,?,99%[activator],-4%,i,-1%,-8%,-15%
CCOC(=O)c1cn(CC)c2cc(N3CCN(C)CC3)c(F)cc2c1=O,-36%,3%,16%,18%,1%,i,i,-5%,-50%
Cn1nc(-c2ccccc2)cc1NC(=O)c1ccc(Cl)cc1,-9%,-17%,?,?,1%,i,i,3%,6%
Cc1cc(C)n(-c2ccc(Oc3ccccc3)c(S(=O)(=O)O)c2)n1,30%,-3%,-5%,3%,-4%,i,-6%,-4%,25%
COc1ccc(-c2oc(NC(C)=O)c(C#N)c2-c2ccc(OC)cc2)cc1,9%,10%,-8%,?,-4%,i,i,19%,-11%
Cc1ccccc1-n1c(C)nc2ccccc21,3%,8%,10%,-23%,0%,i,i,23%,-9%
CCCCN(C(=O)CNC(=O)c1ccco1)C(C(=O)NC1CCCCC1)c1ccc(OC)cc1OC (stereo not given),22%,4%,3%,?,0%,i,-27%[57.5 µM],15%,-31%
O=c1c2ccccc2oc2ccc(-c3ccc4cc[nH]c4c3)cc12,-12%,-6%,?,3%,-23%,i,-11%,-7%,3%
COc1cccc(OC)c1C(=O)Nc1cccnc1,10%,1%,6%,2%,0%,i,i,-14%,2%
O=C(NN=Cc1cccc([N+](=O)[O-])c1)c1cccc2ccccc12,.,-8%,28%,4%,.,i,i,0%,1%

# A portion of the library, so the mix of outcomes need not match the whole.
